C diff growth: C. difficile growth inhibition; Clostridium difficile clinical isolate growth, OD600, 24 h; active compounds read low; growth activity, negative = inhibition, % at 16 µg/mL (by protocol); 86,000 compounds, 0.25% hits;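 active means mean growth activity at or below -80% and every replicate also at or below -80%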;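 further: 0% = DMSO wells and -100% = levofloxacin 16 µg/mL wells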
Tcruzi prolif: inhibitors of T. cruzi proliferation | T. cruzi beta-gal in NIH3T3, GalScreen luminescence, 90 h | inhibition, % at 8.34 µM | 77,000 compounds, 5.9% hits;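 active means mean inhibition above about 93%, with at least 55% of replicates each passing it, limit read from the data, passing the limit was not always enough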
Pf Dd2 growth: P. falciparum Dd2 growth inhibition; activity change, % at 10 µM; SYBR Green, 72 h; active compounds read low; 94,000 compounds, 2.3% hits; in the data active means activity change below about -80%
GASC1 inh: blocks human GASC-1 (KDM4C) demethylase activity; 96,000 compounds, 0.15% hits; GST-KDM4C 2-372, H3K9me3 peptide, LANCE TR-FRET; inhibition, % at 12.5 µM; Q9H3R0;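 active means mean replicate inhibition above about 25%, with at least 55% of replicates also reaching it, limit read from the data, passing the limit was not always enough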
Target sequence (Q9H3R0 2-372 limits assumed): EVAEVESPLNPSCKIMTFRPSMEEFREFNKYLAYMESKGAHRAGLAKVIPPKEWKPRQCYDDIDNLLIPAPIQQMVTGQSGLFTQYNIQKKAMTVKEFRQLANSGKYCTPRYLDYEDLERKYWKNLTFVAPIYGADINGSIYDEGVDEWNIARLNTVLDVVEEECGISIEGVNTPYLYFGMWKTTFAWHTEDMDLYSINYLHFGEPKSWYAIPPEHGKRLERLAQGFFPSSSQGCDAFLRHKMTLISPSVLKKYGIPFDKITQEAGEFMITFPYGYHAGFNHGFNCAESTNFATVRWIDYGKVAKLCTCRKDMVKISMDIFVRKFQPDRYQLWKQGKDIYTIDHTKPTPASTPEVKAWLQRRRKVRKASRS
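Material: N-terminal GST-fused human GASC-1 (KDM4C) fragment, residues 2-372. Input: 10 nM enzyme. Incubation: enzyme reaction 30 min, then detection 60 min, both room temperature. Doses: one test concentration per compound. Read-out basis: inhibition from TR-FRET ratio decrease. Detection: LANCE TR-FRET, excitation 340 nm, emissions 618 and 671 nm.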
Starred values were filed as active, the others as inactive; nt = no result given; & = joins results of further samples.

Compound | Tcruzi prolif | Pf Dd2 growth | GASC1 inh | C diff growth
CCNC(=O)C[C@@H]1CC[C@@H]2[C@H](COc3ccc(NC(=O)Nc4ccccc4C)cc3C(=O)N2C)O1 | -1 | -13 | 0.0 | -15
COc1cccc(CN2[C@H](CO)[C@@H]3c4ccccc4N(C(=O)C4CC4)C[C@@H]32)c1 | 30 | -6 | -0.9 | 0
O=C(C[C@@H]1CC[C@H]2[C@@H](COC[C@@H](O)CN2C(=O)c2ccccc2F)O1)N1CCOCC1 | 8 | -3 | 1.3 | nt
C[C@@H]1CN([C@H](C)CO)C(=O)CCCn2cc(nn2)CO[C@H]1CN(C)S(=O)(=O)c1ccccc1F | 18&-23 | 1&16 | 0.2 | 5&-1
O=C(N[C@@H]1CC[C@@H](CCNS(=O)(=O)c2ccccc2)O[C@H]1CO)c1cccc(F)c1 | -20 | 7 | -0.1 | 0
C[C@@H]1CN([C@H](C)CO)S(=O)(=O)c2ccc(-c3ccccc3)cc2O[C@@H]1CN(C)C(=O)c1ccc2c(c1)OCO2 | nt | 17 | 2.5 | -6
CO[C@H]1CC[C@@H]2CCN(C)C(=O)[C@@H](C)CN(C)C(=O)c3cccc(C#N)c3OC[C@H]1O2 | 5 | nt | 0.5 | -3
CC(C)CC#Cc1ccc([C@H]2[C@@H](CO)N3C(=O)CN(C(=O)Nc4ccc(F)cc4)C[C@H]23)cc1 | nt | -21 | -1.4 | -5
CC(C)NC(=O)N(C)C[C@H]1Oc2ncc(C#Cc3ccncc3)cc2C(=O)N([C@@H](C)CO)C[C@@H]1C | -2 | -14 | 1.2 | 7
C[C@H](CO)N1C[C@H](C)[C@H](CN(C)Cc2ccc3c(c2)OCO3)Oc2ccc(NC(=O)Cn3cnnn3)cc2C1=O | -36 | 31 | 0.8 | -3
O=C(Cc1cccnc1)N1CC(=O)N2[C@H](CO)[C@@H](c3ccc(C#CC4CC4)cc3)[C@H]2C1 | nt | 7 | -0.3 | -8
C[C@@H]1CCCCO[C@@H](CN(C)Cc2ccc(C(F)(F)F)cc2)[C@@H](C)CN([C@H](C)CO)C(=O)c2cc(NS(=O)(=O)c3cccs3)ccc2O1 | 81 | -22 | -0.3 | 5
C[C@H](CO)N1C[C@H](C)[C@H](CN(C)Cc2ccc3cccnc3c2)OCc2cn(nn2)CCCC1=O | 72 | -9 | 1.0 | -3
C[C@@H]1CN([C@H](C)CO)S(=O)(=O)c2ccc(-c3ccc(F)cc3)cc2O[C@H]1CN(C)C | 32 | -13 | -0.5 | 10
CCCN(C)C[C@H]1OCCCC[C@H](C)Oc2ccc(NS(=O)(=O)c3ccc(Cl)cc3)cc2C(=O)N([C@@H](C)CO)C[C@H]1C | 87 | nt | -0.6 | 1
CO[C@@H]1CN(C)C(=O)c2cc(NC(C)=O)ccc2OC[C@@H](C)NC[C@@H]1C | -3 | 14 | -0.9 | 0
Cc1noc(C)c1NC(=O)N(C)C[C@@H]1OCCCC[C@H](C)Oc2ccc(NC(=O)c3ccncc3)cc2C(=O)N([C@@H](C)CO)C[C@H]1C | 24 | 33 | -14 | 1
COc1ccc(NC(=O)N(C)C[C@H]2Oc3ncc(C#C[C@@H](C)O)cc3C(=O)N([C@@H](C)CO)C[C@H]2C)cc1 | 69 | 18 | -0.1 | 9
C[C@H](NC(=O)C[C@@H]1CC[C@@H]2[C@H](COC[C@@H](O)CN2Cc2cc(F)ccc2F)O1)c1ccccc1 | 64 | -1 | 0.2 | -2&-15
CCS(=O)(=O)N1CC2(CN(Cc3ccc4c(c3)OCO4)[C@H](CO)c3c2c2ccc(OC)cc2n3C)C1 | nt | -56 | -3.0 | -8
C[C@@H]1CN([C@H](C)CO)C(=O)c2cccc(NC(=O)C3CC3)c2O[C@@H]1CN(C)Cc1ccc2c(c1)OCO2 | -11 | 32 | -1.4 | 0
CN1C(=O)c2cc(NC(=O)c3ccc(F)c(F)c3)ccc2OC[C@@H]2O[C@@H](CC(=O)N[C@H]3CCN(Cc4ccccc4)C3)CC[C@H]21 | 99* | nt | -3.9 | 7
COc1ccccc1NC(=O)N1CC(=O)N2[C@H](CO)[C@H](c3ccc(-c4cccc(C)c4)cc3)[C@@H]2C1 | nt | -25 | 10 | -16
O=C(C1CCCC1)N1CC(=O)N2[C@@H](CO)[C@@H](c3ccc(-c4ccccc4F)cc3)[C@@H]2C1 | nt | -58 | -0.5 | 5
C[C@@H]1CCCCO[C@@H](CN(C)C(=O)Nc2ccc3c(c2)OCO3)[C@@H](C)CN([C@H](C)CO)C(=O)c2cc(NC(=O)Nc3cccc4ccccc34)ccc2O1 | 21 | 16 | -2.7 | -3
CCCC#Cc1cnc2c(c1)C(=O)N([C@@H](C)CO)C[C@H](C)[C@@H](CN(C)C(=O)c1cccnc1)O2 | 21 | 3 | -3.2 | -7
O=C(c1ccc2c(c1)OCO2)N1CC(=O)N2[C@@H](CO)[C@@H](c3ccc(C#Cc4ccccc4)cc3)[C@@H]2C1 | nt | -38 | 0.0 | -4
C[C@H](CO)N1C[C@H](C)[C@@H](CN(C)C(=O)NC2CCCCC2)OCCCC[C@H](C)Oc2ccc(NC(=O)NC3CCCCC3)cc2C1=O | 14 | -6 | 0.0 | -8
COc1ccc(NC(=O)Nc2ccc3c(c2)CC(=O)N([C@H](C)CO)C[C@H](C)[C@H](CN(C)C(=O)Nc2ccc(OC)cc2)O3)cc1 | 23 | 4 | -2.6 | -1
C/C=C/c1ccc(C2[C@H]3CNC[C@@H]2N3C(=O)NC2CCCCC2)cc1 (stereo partly drawn) | nt | 20&14 | 12&1.6 | 2&-2

(further entries)
Compound | Tcruzi prolif | Pf Dd2 growth | GASC1 inh | C diff growth
C[C@H](CO)N1C[C@H](C)[C@H](CN(C)Cc2ccc(C(=O)O)cc2)Oc2ccc(NC(=O)Nc3ccc(F)cc3)cc2CC1=O | 90 | 16 | 0.0 | -7
C[C@@H]1CCCCO[C@@H](CN(C)C)[C@H](C)CN([C@@H](C)CO)C(=O)c2cc(NS(=O)(=O)c3cn(C)cn3)ccc2O1 | -34 | 14 | 1.3 | -1
O=C(C[C@@H]1CC[C@H]2[C@@H](COC[C@@H](O)CN2S(=O)(=O)c2cccc(Cl)c2)O1)Nc1ccccc1 | -4 | 15 | -1.4 | 12
COc1ccc(NC(=O)Nc2ccc3c(c2)C(=O)N([C@@H](C)CO)C[C@@H](C)[C@@H](CN(C)C(=O)NC(C)C)OCCCC[C@H](C)O3)cc1 | 32 | 0 | -2.0 | 3
C[C@H](CO)N1C[C@H](C)[C@H](CN(C)CC2CC2)Oc2ccc(NC(=O)CCCN(C)C)cc2C1=O | -7 | 21 | 0.2 | 2
COc1ccc(S(=O)(=O)N[C@H]2CC[C@@H](CCn3cc(-c4cccc(F)c4)nn3)O[C@H]2CO)cc1 | 14 | -37 | 0.4 | -9
COCC(=O)N(C)C[C@H]1Oc2cc(-c3ccc(OC)cc3)ccc2S(=O)(=O)N([C@H](C)CO)C[C@H]1C | -9 | 11 | -1.4 | -3
COc1ccc(S(=O)(=O)Nc2cccc3c2O[C@@H](CN(C)C(=O)NC(C)C)[C@H](C)CN([C@H](C)CO)C3=O)cc1 | 58 | 15 | 0.3 | 1
C[C@@H]1CN([C@@H](C)CO)C(=O)c2cc(NC(=O)c3ccncc3)ccc2O[C@@H]1CN(C)CC1CCCCC1 | -3 | -11 | 0.7 | 6
CCc1cnc(N2[C@H](C#N)[C@@H](c3ccc(C#CC(C)C)cc3)[C@H]2CO)s1 | 83 | -23 | -0.6 | -14
C[C@@H]1CN([C@@H](C)CO)C(=O)c2cc(NS(=O)(=O)c3ccc(F)cc3)ccc2O[C@H]1CN(C)CC1CC1 | nt | 0 | 5.6 | 5&0
C/C=C/c1ccc2c(c1)O[C@@H](CN(C)CCC)[C@@H](C)CN([C@H](C)CO)S2(=O)=O | -25 | -11 | 38* | 2
COCC(=O)Nc1ccc2c(c1)C(=O)N(C)C[C@H](OC)[C@@H](C)CN(C(=O)CC1CC1)[C@H](C)CO2 | -7 | -1 | 0.2 | nt
COc1ccccc1-c1ccc2c(c1)O[C@@H](CN(C)C)[C@@H](C)CN([C@@H](C)CO)S2(=O)=O | 22 | -24 | 1.5 | 0
C[C@H]1CN([C@@H](C)CO)C(=O)c2cc(NC(=O)C3CCCCC3)ccc2O[C@@H]1CN(C)C(=O)Nc1ccc2c(c1)OCO2 | 2 | -10 | 13 | -1
C[C@H](CO)N1C[C@H](C)[C@@H](CN(C)Cc2ccccc2)Oc2ccc(NC(=O)Cc3ccccc3)cc2C1=O | 12 | 2 | 1.9 | -3
C[C@@H]1CN([C@@H](C)CO)C(=O)c2cc(NC(=O)Cc3cn(C)c4ccccc34)ccc2O[C@@H]1CN(C)S(=O)(=O)c1ccc(F)cc1 | 55 | -15 | 1.2 | -1
C[C@@H]1CN([C@@H](C)CO)C(=O)Cc2cc(NC(=O)Cn3cnnn3)ccc2O[C@@H]1CN(C)Cc1ccc(-c2ccccc2)cc1 | 14 | 5 | 0.6 | -9
COc1ccc(NC(=O)N(C)C[C@@H]2Oc3ccc(NC(=O)NC4CCCCC4)cc3C(=O)N([C@@H](C)CO)C[C@H]2C)cc1 | 3 | 13 | 0.0 | -9
COc1ccc(S(=O)(=O)Nc2ccc3c(c2)C(=O)N([C@@H](C)CO)C[C@@H](C)[C@@H](CN(C)S(=O)(=O)c2cccs2)OCCCC[C@H](C)O3)cc1 | 22 | -54 | 0.0 | -11
Cc1noc(C)c1S(=O)(=O)Nc1ccc2c(c1)C(=O)N([C@H](C)CO)C[C@H](C)[C@H](CN(C)CC1CC1)OCCCC[C@@H](C)O2 | -37 | -2 | 0.4 | 4
CCCNC(=O)N1CC2(CCN(Cc3cccc(OC)c3)CC2)c2c([nH]c3cc(OC)ccc23)[C@H]1CO | nt | -71 | -0.1 | 0
C[C@H](CO)N1C[C@H](C)[C@@H](CN(C)Cc2ccc(-c3ccccc3)cc2)Oc2c(NS(=O)(=O)c3ccc(F)cc3)cccc2C1=O | nt | -21 | -0.4 | 24
C[C@H]1CCCCO[C@@H](CN(C)C(=O)c2ccncc2)[C@@H](C)CN([C@@H](C)CO)C(=O)c2cc(NC(=O)C3CCCCC3)ccc2O1 | 10 | -10 | 0.7 | -2
O=C(C[C@@H]1CC[C@@H](NC(=O)C2CC2)[C@@H](CO)O1)Nc1nccs1 | nt | 19 | -0.8 | 3
O=C(C[C@H]1C=C[C@@H](NC(=O)C2CCC2)[C@@H](CO)O1)NCC1CC1 | -11 | -8 | -1.4 | -1
Cc1ccc(-c2ccc([C@H]3[C@H]4CN(C(=O)NC(C)C)CC(=O)N4[C@H]3CO)cc2)cc1 | nt | 3 | 20 | 3
O=C(Nc1ccc(F)cc1)N1CC(=O)N2[C@H](CO)[C@@H](c3ccc(C#Cc4cccnc4)cc3)[C@H]2C1 | nt | -16 | 0.0 | -2
C[C@@H]1CCCCO[C@H](CN(C)S(=O)(=O)c2ccc(Cl)cc2)[C@H](C)CN([C@H](C)CO)C(=O)c2cc(NS(=O)(=O)c3cn(C)cn3)ccc2O1 | 65 | -56 | -0.6 | -8
O=C(Nc1ccc(C(F)(F)F)cc1)Nc1ccc2c(c1)[C@@H]1C[C@@H](CC(=O)N3CCc4ccccc4C3)O[C@H](CO)[C@@H]1O2 | 138* | -49 | -1.5 | 9

Profiles, quoted from the list.
Record of O=C(C[C@@H]1CC[C@@H](NC(=O)C2CC2)[C@@H](CO)O1)Nc1nccs1 = Tcruzi prolif = nt; Pf Dd2 growth = 19; GASC1 inh = -0.8; C diff growth = 3
Record of O=C(C[C@H]1C=C[C@@H](NC(=O)C2CCC2)[C@@H](CO)O1)NCC1CC1 = Tcruzi prolif = -11; Pf Dd2 growth = -8; GASC1 inh = -1.4; C diff growth = -1
Record of COc1ccc(NC(=O)N(C)C[C@@H]2Oc3ccc(NC(=O)NC4CCCCC4)cc3C(=O)N([C@@H](C)CO)C[C@H]2C)cc1 = Tcruzi prolif = 3; Pf Dd2 growth = 13; GASC1 inh = 0.0; C diff growth = -9

The listing continues.
Compound | Tcruzi prolif | Pf Dd2 growth | GASC1 inh | C diff growth
O=C(NCC1CCCCC1)[C@H]1[C@H](CO)[C@H]2Cn3c(ccc(-c4cncnc4)c3=O)[C@@H]1N2 | -17 | nt | -1.8 | -9
C[C@H](CO)N1C[C@H](C)[C@@H](CN(C)C(=O)Nc2ccc(C(F)(F)F)cc2)OCCCC[C@H](C)Oc2ccc(NC(=O)c3ccccc3)cc2C1=O | 101* | -51 | -0.5 | 9
C[C@@H]1CN([C@@H](C)CO)C(=O)Cc2cc(NC(=O)C3CC3)ccc2O[C@@H]1CN(C)C(=O)Nc1ccc2c(c1)OCO2 | 3 | -6 | 1.6 | 0
COc1ccc(S(=O)(=O)Nc2ccc3c(c2)C(=O)N(C)C[C@H](OC)[C@@H](C)CN[C@H](C)CO3)cc1 | 0 | 42 | -0.5 | 0
Cc1cc(C(=O)Nc2cccc3c2O[C@@H](CN(C)S(C)(=O)=O)[C@H](C)CN([C@@H](C)CO)C3=O)n(C)n1 | 30 | 3 | -0.4 | 5
COc1ccc(C(=O)N2C[C@H]3[C@@H](c4ccccc42)[C@H](CO)N3C(=O)c2ccc(F)cc2)cc1 | 33 | 32 | -0.5 | -7
C[C@@H]1CN([C@H](C)CO)C(=O)Cc2cc(NC(=O)Cn3cnnn3)ccc2O[C@@H]1CN(C)C(=O)Nc1ccccc1 | 4 | -24 | 0.6 | 0
